# Screening results (PubChem BioAssay)
# miR122 inh: miR-122 inhibition in Huh7 cells; Huh7 miR-122 Renilla luciferase sensor, 48 h; neutral wells = 0, positive control = 100; activation (reporter increase), % at 12.5 µM; 340,000 compounds, 0.3% hits;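 active = mean replicate activation score at least 90 and every replicate individually at or above 90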;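 also: higher luciferase means less miR-122 activity so hits act as miR-122 inhibitors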
# PglD DTNB: PglD (C. jejuni) enzyme inhibition | purified PglD enzyme, DTNB colorimetric CoA detection | inhibition, % at 12.5 µM | 360,000 compounds, 0.098% hits; in the data active = inhibition above about 16%, passing the limit was not always enough; also: strong numbers were not always called active
# Cneo AK release: Cryptococcus neoformans lysis via adenylate kinase release | 360,000 compounds, 0.2% hits | C. neoformans lysis, adenylate kinase release luminescence, 4 h; normalised: neutral wells 0, clomiphene wells 100 | lysis activity, % at 15 µM;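 active = mean lysis activity across replicates of at least 80%, whatever share of replicates individually reach that level; inactive = mean lysis activity below 80%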
#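 Material: C. neoformans cells; Schedule: 4 h static compound exposure, 37 °C, read 1 h post-reagent; Measured by: adenylate kinase release luminescence; Read-out: signal increase indicating cell lysis; Controls: Clomiphene as positive lysis control.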
# Statin myotox sup: protects C2C12 myotubes from simvastatin toxicity. ATP luminescence, 48 h; scaled: DMSO 0, geranylgeraniol control 100. rescue of ATP level, % at 7.49 µM. 330,000 compounds, 0.78% hits;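 active = mean ATP rescue above about 67%, or every replicate alone reaching that limit, limit read from the data, passing the limit was not always enough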;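 also: myotubes were challenged with 10 µM simvastatin during compound exposure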
# FN deposition inh: fibronectin deposition inhibition; 350,000 compounds, 0.086% hits; inhibition, % at 12.6 µM; AH1F fibroblasts, Alexa488-fibronectin deposition fluorescence, overnight;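 active = mean inhibition across replicates of 30% or more, regardless of how many single replicates reach that level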;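 also: positive control wells lacked labelled fibronectin entirely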
#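 Test system: AH1F fibroblast monolayer depositing Alexa488-labelled fibronectin into matrix. Input: 10000 cells per well. Technique: fluorescence, ex 485 nm, em 525 nm. Buffer or medium: DMEM plus 2% serum, read in PBS. Timing: 1 h cell adhesion before compound, then overnight fibronectin incubation. Compound: single dose, pinned. Read-out basis: inhibition from reduced deposited-fibronectin fluorescence.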
# F508del corr: correctors of CFTR F508del function in bronchial epithelial cells; CFBE cells, YFP halide quenching; stimulated with forskolin plus potentiator P3; % fluorescence drop versus neutral controls; activity (quench increase), % at 7.58 µM; 350,000 compounds, 0.36% hits; AID 720511;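 active = mean added fluorescence quench of at least 8% versus neutral control, with both replicates also reaching 8%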;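 also: cells transiently co-express mutant CFTR-F508del with the halide-sensitive YFP; corrector assay measuring rescue of mutant channel to the surface after 24 h compound exposure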
# PGC1a acetyl inh: PGC1a acetylation modulation, inhibitor mode | 350,000 compounds, 0.17% hits | U2OS PGC1a acetylation, AlphaScreen anti-acetyl-lysine; with virally co-expressed GCN5 acetyltransferase | inhibition, % at 15.6 µM;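 active = every replicate shows inhibition of at least 40%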;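 also: 0% = neutral control wells and 100% = positive control wells; some results beyond the cut were filed as inactive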
# GSIS activator: primary screen for activators of insulin secretion dependent on glucose, INS-1E cells, GLuc reporter luminescence; INS-1E GLuc reporter insulin secretion, 2-3 h; activation, % at 16.6 µM; 370,000 compounds, 0.61% hits;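 active = lowest replicate activation of at least 40%, so every replicate reaches that level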;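 also: 0% = median of neutral control wells and 100% = median of IBMX positive control wells; some compounds called inactive have numbers as strong as hits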
# * marks the source's active call; other numbers are inactive results; . = no result given; [ ] = dose if it differs, or a comment.
SMILES,miR122 inh,PglD DTNB,Cneo AK release,Statin myotox sup,FN deposition inh,F508del corr,PGC1a acetyl inh,GSIS activator
O=S(=O)(N1CCCCC1)N1CCCN(S(=O)(=O)N2CCCCC2)CC1,1,3,1,2,.,.,1,7
CC(=CC(=O)c1ccccc1)c1ccccc1,.,-2,2,0,8,1.2,-8,8
CCCN1C[C@@H](C)[C@H](OC)CN(C)C(=O)c2cc(NC(=O)Nc3c(C)noc3C)ccc2OC[C@H]1C,.,1,31,-13,2,0.7,4,-7
Cc1noc(C)c1NC(=O)N(C)C[C@@H]1Oc2ccc(N(C)C)cc2C(=O)N([C@H](C)CO)C[C@@H]1C,4[16.7 µM],0,2,23,.,-4.0,5,6
CCOC(=O)c1cc(-c2sc(NC(=O)c3ccccc3)nc2C)n(Cc2ccccc2)n1,-6,.,.,12,0,2.7,1,.
O=C(NCCC1CCCCN1S(=O)(=O)c1ccc(Cl)cc1)C(=O)NCCN1CCOCC1 (stereo not drawn),-13,1,-2,-1,-1,-2.8,7,-9
Cc1ccc2c(c1)N(CC(=O)N1CCCCCC1)C(=O)C(C)O2 (stereo not drawn),.,-4,5,5,-3,-0.3,.,-4
O=C(NC1CC1)C1CCCN1S(=O)(=O)c1ccc2ccccc2c1 (stereo not drawn),16,0,1,4,-3,.,9,.
C/C(=N\NC(=O)CN1CCN(S(=O)(=O)c2ccc(C)cc2)CC1)c1cccnc1,-4,5,-1,.,0,.,.,-4
Cc1ccc2cc(C#N)c(SCC(=O)N3CCCC3)nc2c1,-4,12,3,7,2,3.4,-5,7
COc1ccc(CSc2nnnn2-c2ccc(C(=O)O)cc2)cc1,-4,-5,0,12,2,1.8,5,26
O=C(CCc1c[nH]c2ccccc12)N1CCN(S(=O)(=O)c2ccc(F)cc2)CC1,-2,5,2,1,3,2.7,-1,12
C[C@@H]1CN([C@H](C)CO)C(=O)c2cccc(NS(=O)(=O)c3ccccc3)c2O[C@H]1CN(C)Cc1ccc(Cl)c(Cl)c1,24[16.7 µM],0,-9,-17,.,2.7,-9,-19
C[C@@H]1CCCCO[C@@H](CN(C)S(=O)(=O)c2cn(C)cn2)[C@H](C)CN([C@@H](C)CO)C(=O)c2cc(NS(=O)(=O)c3ccc(F)cc3)ccc2O1,1[16.7 µM],-1,-3,45,2,0.6,.,10
O=C(COc1ccccc1F)NNC(=O)Cc1ccc(S(=O)(=O)N2CCOCC2)s1,-3,-1,0,-9,.,-3.4,-1,18
Cc1cccc(N2CCN(C(=O)CCn3c(=S)[nH]c4cc5c(cc4c3=O)OCO5)CC2C)c1 (stereo not drawn),-2,4,.,-12,2,.,2,.
CC(=O)Nc1ccc(C(=O)NC(C)c2ccc(-n3ccnc3)cc2)cc1 (stereo not drawn),12,-2,1,.,6,-1.2,.,0
O=C(NCc1cccc(C(F)(F)F)c1)c1cc(Cl)cc(Cl)c1,-2,4,-3,.,-3,.,-8,17
COc1ccc(S(=O)(=O)N2CCCCC2)cc1NC(=O)c1ccc2c(c1)OCO2,-3,3,.,.,8,.,-12,-2
O=C(O)CCC(=O)N1CCc2cc(S(=O)(=O)NC3CCCc4ccccc43)ccc21 (stereo not drawn),-1,-7,3,24,-10,.,-9,11
COc1ccccc1CNc1nc(Nc2ccc(C)cc2C)c2sccc2n1,1,-2,1,-26,4,-3.3,9,.
C[C@H](CO)N1C[C@H](C)[C@H](CN(C)C(=O)c2ccncc2)OCCCC[C@H](C)Oc2ccc(NC(=O)CCCCCC(=O)Nc3ccccc3N)cc2C1=O,-1[16.7 µM],-1,2,.,.,-0.9,.,-5
CS(=O)(=O)c1cccc(C(=O)Oc2ccccc2)c1,-3,-3,0,.,1,.,.,.
O=C(Nc1cccc(Cl)c1)N1CCc2ccccc2C1,7,4,1,10,-3,-0.7,-3,-7
O=C(CSc1nnc(C23CC4CC(CC(C4)C2)C3)o1)Nc1ccc(N2CCOCC2)c(Cl)c1,4,4,1,17,-2,.,-2,-14
Cc1ccn2c(CNCCn3nc(C)cc3C)c(C(=O)N3CCCCCC3)nc2c1,-1,-2,-4,1,-8,-0.2,0,14
COc1cccc(CNC(=O)COC(=O)c2cc([N+](=O)[O-])ccc2N2CCCC2)c1,.,0,-2,3,-10,3.9,.,-15
C[C@H]1CN([C@@H](C)CO)C(=O)c2cc(NS(=O)(=O)c3ccc(F)cc3)ccc2O[C@H]1CN(C)Cc1ccccc1,-4[16.7 µM],-1,-3,21,.,1.8,7,-3
COc1ccc(NC(=O)CC2SC(=NCC3CCCO3)NC2=O)cc1 (stereo not drawn),-2,26*,2,.,-16,0.2,1,7
COC(=O)c1ccc(NC(=O)c2ccc3c(c2)OCO3)cc1,4,-5,-2,-7,0,.,9,.

# Quoted at random: 4 entries already listed.
SMILES,miR122 inh,PglD DTNB,Cneo AK release,Statin myotox sup,FN deposition inh,F508del corr,PGC1a acetyl inh,GSIS activator
COc1ccc(NC(=O)CC2SC(=NCC3CCCO3)NC2=O)cc1 (stereo not drawn),-2,26*,2,.,-16,0.2,1,7
O=C(NCc1cccc(C(F)(F)F)c1)c1cc(Cl)cc(Cl)c1,-2,4,-3,.,-3,.,-8,17
O=C(Nc1cccc(Cl)c1)N1CCc2ccccc2C1,7,4,1,10,-3,-0.7,-3,-7
O=C(CSc1nnc(C23CC4CC(CC(C4)C2)C3)o1)Nc1ccc(N2CCOCC2)c(Cl)c1,4,4,1,17,-2,.,-2,-14

# Later entries.
SMILES,miR122 inh,PglD DTNB,Cneo AK release,Statin myotox sup,FN deposition inh,F508del corr,PGC1a acetyl inh,GSIS activator
COc1ccc([C@H]2N[C@]3(CCCN(Cc4ccc(C)cc4)C3=O)[C@H]3C(=O)N(Cc4ccccc4)C(=O)[C@@H]23)cc1,4,1,-2,7,-8,1.9,-13,-22
Cc1ccc(S(=O)(=O)NC(=NC2CCCCC2)c2ccccc2)cc1,.,0,-3,-25,0,0.3,.,-20
CCCN(CCC)S(=O)(=O)c1ccc(N2CCCC2=O)c([N+](=O)[O-])c1,-2,4,1,3,-5,-2.2,6,0
CCN1CCc2c(C#N)c(N3CCCCC3)nc(NCc3ccccc3)c2C1,4,-2,3,-10,-6,.,-21,.
O=C(Nc1ccc(N2CCCCC2)c(S(=O)(=O)Nc2ccccc2Cl)c1)c1cccnc1,35,-4,0,-5,7,-1.2,-8,.
CCc1nc(SCC(N)=O)c2c(=O)n(C)c(=O)n(C)c2n1,.,2,1,-1,0,3.3,.,-6
C[C@H](CO)N1C[C@H](C)[C@@H](CN(C)Cc2ccc(Cl)c(Cl)c2)Oc2ccc(NC(=O)Cc3ccccc3)cc2CC1=O,0[16.7 µM],-1,-2,86*,.,-2.3,-18,-36
O=C1CCCN1CCCNS(=O)(=O)c1ccc(F)c(F)c1,3,0,3,5,-5,0.0,-2,11
CN(C)C(CNC(=O)c1ccc(NS(=O)(=O)c2ccc(F)cc2)cc1)c1ccco1 (stereo not drawn),.,-6,2,-1,-7,-2.5,.,27
O=S(=O)(c1ccccc1)N1CCN(S(=O)(=O)N2CCCCC2)CC1,1,-1,8,18,-2,.,2,-1
Cc1ccc(NC(=S)N2CCC(c3nc4ccccc4s3)CC2)cc1C,1,-2,0,13,.,-0.6,.,-4
Cc1ccc(NC(=O)CCC(=O)c2ccc(Br)cc2)cc1,-1,-1,2,4,5,1.9,13,-13
Cc1ccc(-n2c(SCC(N)=O)nnc2-c2ccccn2)cc1C,3,-1,-1,12,.,.,-8,.
CC(C(=O)N1c2ccccc2CCc2ccccc21)n1nnc(-c2ccc(N(C)C)cc2)n1 (stereo not drawn),-4,3,-1,38,.,.,4,.
CCN(CC)C(=O)Oc1ccccc1NC(C)=O,-6,2,-5,2,12,.,1,.
O=C(Cn1cc[n+](Cc2ccccc2)c1)c1ccc([N+](=O)[O-])cc1,.,.,.,.,-6,-2.0,-1,-8
O=C(CN1CCN(C(=O)c2cccc(-n3cnnn3)c2)CC1)Nc1ccccc1Cl,-9,-3,0,-2,-14,5.4,1,-8
COc1ccc(C(=O)NCC(=O)OCc2c(Cl)cccc2Cl)cc1OC,-5,2,-2,5,10,0.8,.,30
COCC(=O)Nc1ccc2c(c1)C(=O)N(C)C[C@H](OC)[C@H](C)CN(Cc1cc(F)ccc1F)[C@@H](C)CO2,.,1,2,6,-3,-2.4,9,-9
CCOC(=O)C1(CCOC)CCCCC1=O (stereo not drawn),-11,-3,0,0,2,0.0,1,10
CCC(C(=O)OCC(=O)Nc1cccc(C(C)=O)c1)c1ccccc1 (stereo not drawn),0,11,-1,-7,2,-2.2,-3,1
Cc1cc(C(C)(C)C)ccc1OCCn1ccnc1,-1,.,4,-14,2,.,45,.
O=C(Nc1ccccc1F)N1CCCCN2[C@H](CO)[C@@H](c3ccc(/C=C/c4ccccc4)cc3)[C@H]2C1,-13[16.7 µM],4,7,0,12,4.6,-6,-15
Cc1nc(Cc2nnc(SCC(=O)Nc3c(C)cccc3C)o2)cs1,2,.,.,2,.,-1.3,5,17
COc1ccc(C(N)=O)cc1NC(=O)CC(O)(C(F)(F)F)C(F)(F)F,-8,-1,-2,0,-1,.,-23,40
Cc1ccc(OCc2n[nH]c(=S)n2-c2ccc(Cl)cc2)cc1,-2,-9,1,-1,-6,-1.1,13,11
C[C@H]1CN([C@@H](C)CO)C(=O)c2c(c3ccccc3n2C)-c2ccccc2CO[C@H]1CN(C)C,.,-4,-3,-9,-1,2.6,0,8
CC(=O)c1ccc(NC(=O)CSc2nc3[nH]ncc3c(=O)[nH]2)cc1,-12,1,-2,14,-12,0.1,-5,-2
CCN(CC)C(=O)c1cccc(-c2csc(C(C)(O)c3ccccc3)n2)c1 (stereo not drawn),0,1,-5,-11,2,1.6,-11,-21
Cn1ncc2c(NCCc3ccccc3)nc(Cl)nc21,-2,2,0,0,2,4.6,11,-2
COc1cc(C2NC(=O)NC(C)=C2C(=O)OCc2ccc(C)cc2)cc(OC)c1O (stereo not drawn),-8,-3,1,4,-7,.,0,.
CC(C)c1ccc(NC(=S)Nc2ccc3[nH]c(=O)[nH]c3c2)cc1,-1,2,2,-16,1,1.4,6,-15
O=C(NCCCn1ccnc1)c1ccc(-c2cccc(C(F)(F)F)c2)o1,12,1,1,-61,-7,0.2,-12,10
CCC(C(=O)OCC(=O)Nc1c(C)nn(-c2ccccc2)c1C)c1ccccc1 (stereo not drawn),5,4,4,7,-9,0.7,-7,-15
CN1CCN(CCCNC(=O)Nc2ccc([N+](=O)[O-])cc2)CC1,-3,-4,0,1,3,-3.9,1,7
O=C(NNC(=S)NCc1ccccc1)c1ccc(Br)o1,.,.,.,.,-8,-1.4,-4,0
COc1ccc2[nH]c(=O)c(CN(C(=O)c3cccnc3)c3ccccc3OC)cc2c1,3,0,0,1,.,-1.1,4,-1
CN1C[C@@H]2[C@@H]3C(=O)N(Cc4ccccc4)C(=O)[C@@H]3[C@](Cc3ccccc3)(C1=O)N2C(=O)c1ccccc1,9,-2,-1,0,-10,-1.0,.,-6
CC(C)NC(=O)N(C)C[C@@H]1Oc2ccc(NC(=O)c3ccncc3)cc2C(=O)N([C@H](C)CO)C[C@H]1C,-2[16.7 µM],-1,10,-7,1,-1.5,9,4
Cn1cnc([N+](=O)[O-])c1N=C(N)N,.,-1,1,-1,-1,3.0,.,-5
O=C1CCCN1CC1CCN(Cc2nc(CC3CC3)no2)CC1,3,3,-4,5,-3,-2.7,1,24
